Compound activity: PubChem, The Scripps Research Institute Molecular Screening Center
OX1R antag-1: OX1R (HCRTR1) antagonists, primary screen, fluorescence, CHO/OX1R cells, Fluo-8 calcium, orexin A; actives 0.43% (n = 330,000); Fluo-8 calcium fluorescence; AID 434989, 2010; inhibition, % at 5 µM;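 active means inhibition above its plate's threshold, mean inhibition of all tested compounds on the plate plus 3 SD, cut at about 37% in these data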;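 further: 0% = orexin A challenge wells and 100% = SB-334867-A antagonist wells; not every result past the cut was called active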
Target sequence (O43613 whole entry, looked up): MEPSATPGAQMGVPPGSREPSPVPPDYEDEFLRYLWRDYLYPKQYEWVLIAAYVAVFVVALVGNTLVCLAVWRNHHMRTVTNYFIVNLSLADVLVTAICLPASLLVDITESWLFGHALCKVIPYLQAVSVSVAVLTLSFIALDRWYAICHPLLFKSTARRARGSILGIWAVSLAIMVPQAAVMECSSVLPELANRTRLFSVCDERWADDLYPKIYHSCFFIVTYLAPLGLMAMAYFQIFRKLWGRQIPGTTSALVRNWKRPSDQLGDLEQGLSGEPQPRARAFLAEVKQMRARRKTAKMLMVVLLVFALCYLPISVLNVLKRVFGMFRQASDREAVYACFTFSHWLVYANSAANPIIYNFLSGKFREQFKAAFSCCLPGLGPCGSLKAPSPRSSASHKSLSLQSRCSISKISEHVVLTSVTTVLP
OX1R antag-2: antagonists of human orexin 1 receptor (OX1R) | inhibition, % at 6.6 µM | OX1R-expressing cells, FRET antagonist read-out | actives 1.8% (n = 330,000) | Orexin/Hypocretin receptor type 1 (Homo sapiens), O43613 | AID 485270, 2010; in the data active means inhibition mostly above about 38%, no sharp cut-off; inactive means mostly below about 40%;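 further: 0% = agonist challenge alone and 100% = reference antagonist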
An asterisk follows results filed as active; & = joins results of further samples.

no.	Molecule	OX1R antag-1	OX1R antag-2
1	CSc1nnc(C)c(/C=C/Nc2ccc(F)cc2F)n1	-15	20
2	CC1CC(C)CN(CC(=O)N2CCCc3c2c(=O)oc2ccc(OCc4ccccc4)cc32)C1 (stereo unspecified)	-47	6
3	CC1CCN(C(=O)c2cc3c(=O)n4ccccc4nc3s2)CC1	-23	38
4	Cc1ccc([N+](=O)[O-])cc1NC(=O)CN(C(=O)c1ccc(Cl)cc1)C1CCCCC1	-27	23
5	O=C(Cn1cc([N+](=O)[O-])cn1)NCc1cc2ccccc2[nH]1	4	13
6	COc1ccccc1NC(=O)CN(Cc1ccco1)C(=O)c1ccc(Cl)nc1	-16	15
7	Cc1cc(NC(=O)COc2ccccc2C)no1	-9	11
8	O=C(CSc1nnc(-c2ccc(S(=O)(=O)N3CCCC3)cc2)o1)NCc1ccco1	-21	22
9	O=C(O)CC12CC3CC(C1)CC(n1cncn1)(C3)C2	11	22
10	Cc1ccc(-n2cc3c(=O)n(C)c(=O)n(C)c3c2)cc1C	-28	40
11	COc1ccc(C2CC(=O)C3=C(C2)Nc2ncnn2C3c2ccccc2)cc1 (stereo unspecified)	-32	24
12	COc1ccc(OC)c(C2CC(c3c(-c4ccccc4)c4cc(Cl)ccc4[nH]c3=O)=NN2S(C)(=O)=O)c1 (stereo unspecified)	-16	17
13	O=C(CCS(=O)(=O)c1ccc(Cl)cc1)Nc1nnc(-c2cccs2)o1	-23	9
14	COc1ccc(CCNC(=O)CSc2ncnc3c2oc2ccccc23)cc1OC	-19	-12
15	CCc1ccc(CNC(=O)CCc2nnc(CCc3ccc(OC)cc3)o2)nc1	-19	7
16	CN(Cc1cnc2nc(N)nc(N)c2n1)c1ccc(C(=O)N[C@@H](CCC(=O)O)C(=O)O)cc1	0&20	35&54
17	CCn1c2ccccc2c2cc(NC(=O)CSc3nnc(-c4ccccc4)o3)ccc21	-9	30
18	CC(=O)c1cccc(NC(=O)N2CCCC2C(=O)NCCc2ccccc2)c1 (stereo unspecified)	-18	20
19	O=c1cc(-c2ccccc2)nc(Cc2c(Cl)cccc2Cl)[nH]1	-31	-9
20	COc1cc(C(=S)N2CCOCC2)cc(Br)c1OS(=O)(=O)c1ccccc1	18	35*
21	O=C1C=C(O)C(n2cncn2)C(c2cc(F)ccc2F)C1 (stereo unspecified)	-5	-7
22	COc1ccc(CNC(=O)c2c([S-])n(-c3ccc(C)cc3)c3cccc[n+]23)cc1	-27	2
23	O=C(N1CCOCC1)n1nnc2ccccc21	-5	3
24	O=C(NCCCN1CCCC1=O)c1ccccc1NS(=O)(=O)c1ccc(F)cc1	-3	13
25	Cc1ccc(NC(=O)COC(=O)C2CCN(c3ccc(C(F)(F)F)cn3)CC2)cc1	-9	2

Complete entries, quoted from the list. Order of screens: OX1R antag-1	OX1R antag-2
Shown for Cc1ccc(NC(=O)COC(=O)C2CCN(c3ccc(C(F)(F)F)cn3)CC2)cc1 : -9	2
Shown for COc1ccccc1NC(=O)CN(Cc1ccco1)C(=O)c1ccc(Cl)nc1 : -16	15

Further records follow.
no.	Molecule	OX1R antag-1	OX1R antag-2
26	CCOC(=O)C1CCCN(C(=O)c2ccc(CNS(=O)(=O)c3ccc(C)cc3)cc2)C1 (stereo unspecified)	-25	6
27	Cc1nnc2c(N3CCN(C(=O)c4ccco4)CC3)nc3ccccc3n12	-1	9
28	C#CCOCCOCCOCCNc1nc(N2CCN(C(=O)CCCCCCCCCCNC(=O)[C@H](CCCCN)n3cc(CCO)nn3)CC2)nc(N2CCN(C(=O)CCCCCCCCCCNC(=O)[C@@H]([C@H](C)O)n3cc(C)nn3)CC2)n1	-22	-3
29	CC(=O)Nc1ccc(NC(=O)c2cc([N+](=O)[O-])cc([N+](=O)[O-])c2)cc1	-9	57*
30	CCC(C)NCCOCCSc1ccc(Cl)cc1 (stereo unspecified)	-12	23
31	Cc1c(CC(=O)O)c(=O)oc2cc(OCc3ccc(F)cc3F)ccc12	-3	9
32	Cc1ccc(C(=O)OCC(=O)NCCN2C(=O)CSC2=O)cc1	-4	11
33	CC(=O)c1cnc(Nc2ccc(C)cc2)s1	-15	6
34	COc1ccc(OC)c(NC(=S)N(CCc2c(C)[nH]c3ccc(C)cc23)Cc2cccs2)c1	-12	34
35	O=C(Nc1ccccc1F)Nc1cccc2ccc(O)cc12	-11	-3
36	COCc1cc(C)nc2sc(C(=O)Nc3ccc(C(=O)OC)cc3)c(N)c12	-35	11
37	COc1ccccc1N1CCN(C(=O)CN(c2ccccc2OC)S(=O)(=O)c2ccccc2)CC1	-24	31
38	Cc1ccc(NC(=O)C2C3CCCC2C3c2ccccc2)c(C)c1 (stereo unspecified)	-20	5
39	Cc1cc(C(=O)CN2C(=O)C(=O)N(CC(C)C)C2=O)c(C)n1-c1ccccc1F	-11	2
40	Cc1cc(NC(=O)CSc2cn(CC(=O)N(C(C)C)C(C)C)c3ccccc23)no1	-32	10
41	O=C(NNC(=O)c1c(F)cccc1F)c1ccccc1-n1cccc1	0	11
42	COC(=O)/C(C#N)=C/c1ccc(C)o1	-4	4
43	COc1ccc(Cn2c(=O)[nH]c3cc(C(=O)Nc4ccc(N5CCN(C)CC5)cc4)ccc32)cc1	-1	5
44	O=C(CN(Cc1ccccc1)S(=O)(=O)c1ccc(Cl)cc1)NCC1CCCO1 (stereo unspecified)	-30	18
45	O=C(CNC(=S)NC(=O)c1ccc(Cl)cc1)c1ccccc1	-4	18
46	Cc1cc(NC(=O)Nc2ccc(F)cc2F)n(C)n1	-2	15
47	c1ccc(-c2nc(-c3ccncc3)no2)cc1	-26	7
48	CC(=O)NC1=NN(C(C)=O)C2(CCCCC2)S1	-14	18
49	CCOc1ccc(CN(C)C(C)C(=O)NCc2ccccc2)cc1 (stereo unspecified)	-38	2
50	COc1ccc(-n2nnnc2SCC(=O)N2CCCC2=O)cc1	-3	10

Another view of 5 compounds above:
Every second line gives: OX1R antag-1 | OX1R antag-2
[34] COc1ccc(OC)c(NC(=S)N(CCc2c(C)[nH]c3ccc(C)cc23)Cc2cccs2)c1
→ -12 | 34
[35] O=C(Nc1ccccc1F)Nc1cccc2ccc(O)cc12
→ -11 | -3
[36] COCc1cc(C)nc2sc(C(=O)Nc3ccc(C(=O)OC)cc3)c(N)c12
→ -35 | 11
[37] COc1ccccc1N1CCN(C(=O)CN(c2ccccc2OC)S(=O)(=O)c2ccccc2)CC1
→ -24 | 31
[38] Cc1ccc(NC(=O)C2C3CCCC2C3c2ccccc2)c(C)c1 (stereo unspecified)
→ -20 | 5

Next section:
no.	Molecule	OX1R antag-1	OX1R antag-2
51	O=C(CSc1nnnn1-c1ccccc1)N1CCNC1=O	-11	0
52	CCOC(=O)CNc1nc(C(C)(C)C)nc2c1nnn2Cc1ccccc1Cl	-42	11
53	O=C(CSc1nnc(-c2ccc(F)cc2)o1)NC1CCCCC1	-16	15
54	O=C(CCN1CCN(Cc2ccccc2)CC1)Nc1cccc(Cl)c1	-18	2
55	CN(CCN1CCOCC1)Cc1nc(-c2ccccc2)no1	-13	9
56	Cc1ccccc1CN(C)CC(=O)NC(C)CCc1ccccc1 (stereo unspecified)	-17	22
57	COc1ccc(C(C(=O)NC2CCCCC2)N(C(=O)c2snc(C(N)=O)c2N)c2ccc(OC)cc2OC)cc1 (stereo unspecified)	-21	5
58	CCN(CC)C(=O)C1CCCN(C/C(C)=C/c2ccccc2)C1 (stereo unspecified)	-26	6
59	COc1ccc(NC(=O)NC2CCCCCCC2)cc1	-11	35
60	O=C(OCc1nc2ccccc2s1)c1cccc(S(=O)(=O)N2CCOCC2)c1	-29	13
61	COc1ccccc1-c1noc(CCC(=O)NC2CCCCC2)n1	-17	11
62	Cc1nn2c(-n3ccnc3)c3c(nc2c1-c1ccccc1)CCC3	-23	21
63	COc1cccc(NS(=O)(=O)c2ccc(OC)c(OC)c2)c1	-21	8
64	CCOC(=O)c1c(-c2ccc(F)cc2)csc1NC(=O)c1c(-c2ccccc2)noc1C	-44	9
65	CCCCOC(=O)Nc1nnc(CCc2ccccc2)s1	-31	12
66	Cc1nc2ncnn2c(C)c1CCC(=O)Oc1ccccc1	-11	20
67	Cc1cccc(NS(=O)(=O)c2ccc(NC(=O)CN(c3cc([N+](=O)[O-])ccc3C)S(C)(=O)=O)cc2)c1	15	14
68	COc1cc(/C=C(\C#N)c2nc3ccccc3[nH]2)cc(OC)c1O	13	23
69	CC(C)(C)NC(=S)NCc1ccco1	-2	3
70	O=C(CS(=O)(=O)c1ccccc1)Nc1nnc(C(F)(F)F)s1	-17	18
71	CSCCC(NS(=O)(=O)c1c(Cl)cccc1Cl)C(=O)O (stereo unspecified)	-16	6
72	CN(c1ccccc1)c1nc(N)c([N+](=O)[O-])c(Nc2ccccc2)n1	-55	16
73	O=C(c1ccc2ccccc2c1)N1CCCC1	-14	10
74	O=C(NCCc1ccc(Cl)cc1Cl)c1ccc2nc[nH]c2c1	-11	15
75	CN(C)CC/C=C1\c2ccccc2CSc2ccccc21	-26	16
76	Cc1cccc(C(=O)OCC(=O)NC(=O)c2ccccc2)c1O	-16	15
77	O=C(N/N=C/c1ccc(O)cc1O)c1ccncc1	-20	-4
78	CCCSc1n[nH]c(NC(C)=O)n1	6	3
79	Cc1cc(/C=N\NC(=O)COc2cccc3cccnc23)c(C)n1-c1ccccc1	-32	20
80	C=CCN1C(=O)/C(=C/c2cccs2)S/C1=N\S(=O)(=O)c1ccc(F)cc1	-4	0
81	COc1cc2c(cc1OC)[C@@H](NC(=O)C(C)C)[C@H](OCc1ccccc1)C2	-16	8
82	COCCNC(=S)N1CCN(c2nc(-c3ccc(Cl)cc3)cs2)CC1	-6	44
83	COc1cc2nc(N3CCN(c4cc(C)ccc4C)CC3)nc(N)c2cc1OC	-31	7
84	N#CCCN(Cc1cccs1)C(=O)Nc1ccccc1	0	1
85	COc1ccc(S(=O)(=O)NCc2ccccn2)cc1Br	-23	10
86	Cc1cccc(C(=O)Nc2nnc(S(=O)(=O)N(C)Cc3ccco3)s2)c1	-3	20
87	Cc1ccc2c(c1)N(C(=O)CCC(=O)N1CCN(c3ccccn3)CC1)CCO2	-16	7
88	COc1ccc(N2CCN(CCCn3c(=S)[nH]c4ccccc4c3=O)CC2)cc1	-10	0
89	O=S(=O)(Nc1ccc(Br)cc1)c1cccc(NC(=S)NCCN2CCOCC2)c1	-16	16
90	Cc1cc(C)c(C)c(S(=O)(=O)NCCCn2ccnc2)c1C	-19	5
91	Cc1cc(Cl)ccc1OCCCC(=O)OCC(N)=O	-27	13
92	O=S(=O)(c1ccccc1)c1cnn2c(C(F)(F)F)cc(-c3ccc(F)cc3)nc12	-10	7
93	O=C(OCc1cccc(C(F)(F)F)c1)c1cc([N+](=O)[O-])ccc1N1CCOCC1	-36	30
94	Cc1c(NC(=O)c2cc3c(=O)n4ccccc4nc3s2)c(=O)n(-c2ccccc2)n1C	-11	17
95	O=C(NCC(c1ccco1)N1CCCCC1)c1ccc([N+](=O)[O-])s1 (stereo unspecified)	-36	56*
96	CCCC(=O)Nc1nn(C)c2nc3cc(C)ccc3cc12	-22	24
97	Cc1ccc(-c2cn3nc(-c4ccccc4)c(-c4ccccc4)nc3n2)cc1	-23	9
98	CC(=O)c1ccc(NC(=O)c2ccc(C)c(S(=O)(=O)N3CCOCC3)c2)cc1	-25	25
99	COc1ccc(CNc2nc(NCc3ccc(OC)cc3)n(C(C)=O)n2)cc1	-31	12
100	COc1ccc(C(=S)N2CCOCC2)cc1OC(=O)c1ccc([N+](=O)[O-])cc1[N+](=O)[O-]	-4	14

(continued)
no.	Molecule	OX1R antag-1	OX1R antag-2
101	O=S(=O)(c1cnc(Cl)c(Cl)c1)N1CCN(c2ncccn2)CC1	2	11
102	CCOc1ccc(NC(=O)N2CCC(c3nc4ccccc4o3)CC2)cc1	-14	8
103	Cc1nn(-c2ccccc2)c2nc(-c3ccccc3)cc(C(=O)N3CCOCC3)c12	-22	18
104	Cc1nnc(NC(=O)c2cc(S(=O)(=O)N(C)C)ccc2N2CCCC2)s1	-2	14
105	Oc1ccc(Br)cc1-c1n[nH]c(=S)n1Cc1ccccc1	-1	12
106	O=Cc1ccccc1Oc1nc(N2CCOCC2)nc(N2CCOCC2)n1	7	5
107	CC(C)(C)NC(=O)c1cccc2c1C(=O)c1ccccc1-2	-21	14
108	COc1ccc(OCC(=O)N2CC3(C)CC2CC(C)(C)C3)cc1 (stereo unspecified)	-15	17
109	CC(=C/c1ccco1)/C=N/NC(=O)CSc1nnc(SCc2ccc(C)cc2)s1	-16	8
110	C/C(=N\N=C\c1ccccc1)c1nnn(-c2nonc2N)c1C	-28	13
111	CCOc1ccc(C(C)=O)cc1CN1c2ccc(S(N)(=O)=O)cc2CC1C (stereo unspecified)	-23	28
112	COC(=O)c1c(C)[nH]c(O)c1C=Nc1ccc(C(C)C)cc1	4	25
113	CCOc1ccc(-c2cc(CCCC(=O)NCc3cccnc3)no2)cc1	-9	5
114	COc1ccc(-n2c(=O)c(CCC(=O)N(C)Cc3cccs3)nc3ccccc32)cc1	-34	24
115	CCC(=O)N(Cc1cc2c(C)cc(C)cc2[nH]c1=O)C1CCCCC1	-21	8
116	O=c1[nH][nH]c(=O)n1-c1ccccc1	2	18
117	CCNC(=O)CC1C(=O)N(c2ccccc2)C(=O)N1CCc1ccc(OC)cc1 (stereo unspecified)	-15	15
118	CCOC(=O)c1[nH]c2cc(OC)c(OC)cc2c1NC(=O)CCN1CCSCC1	-1	19
119	CCCCC12CN3CCN(CC(C3)/C1=N\NC(=O)c1ccccc1N)C2	-10	16
120	CCOC(=O)C(NCCc1ccc(F)cc1)(NC(=O)CC)C(F)(F)F (stereo unspecified)	-12	6
121	CN(C)S(=O)(=O)c1ccc2c(c1)nc(CCC(=O)NCC1CCCCC1)n2C	-20	4
122	Oc1ccc(C[C@H]2CNCCN2CCCCC2CCCCC2)cc1	5	8
123	NC(=O)CC(NC(=S)NCc1ccccc1)C(=O)O (stereo unspecified)	-5	21
